Compound activity from PubChem BioAssay.
proCasp3 act: procaspase-3 (human) activation; P42574; recombinant procaspase-3 D3A, Ac-DEVD-pNA absorbance 405 nm; activation, % at 8.5 µM; 330,000 compounds, 0.11% hits; AID 463141;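 active = activation above the mean of all tested compounds plus 3 SD, cut at about 21% in these data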;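 also: 0% = DMSO alone and 100% = DMSO wells spiked with extra 5 µM PC-3 D3A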
Target sequence (P42574 whole entry D9A/D28A/D175A): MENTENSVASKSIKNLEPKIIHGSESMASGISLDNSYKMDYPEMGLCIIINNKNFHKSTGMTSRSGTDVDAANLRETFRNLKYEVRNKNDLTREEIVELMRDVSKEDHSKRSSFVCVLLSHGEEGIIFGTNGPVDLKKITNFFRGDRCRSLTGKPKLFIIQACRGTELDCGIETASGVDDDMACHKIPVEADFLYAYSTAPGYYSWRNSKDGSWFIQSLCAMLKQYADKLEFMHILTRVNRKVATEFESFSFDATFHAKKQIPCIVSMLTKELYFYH
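Assay system – Procaspase-3 D3A mutant · Benchmarks – DMSO low control, extra-enzyme high control · Technique – 405 nm absorbance of p-nitroaniline, reads at 0 and 120 min · Doses – 8.5 µM nominal · Measure – % activation between DMSO and enzyme-spiked controls · Also added – Ac-DEVD-pNA chromogenic peptide substrate · Schedule – 1 h compound preincubation, 2 h substrate hydrolysis at 25 °C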
AHR act: human AHR activation; 320,000 compounds, 2.5% hits; AID 2796; activation, % at 5 µM; AHR-responsive luciferase reporter cells, luminescence; P35869; in the data active = activation above about 47%;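 also: 0% = vehicle wells and 100% = reference agonist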
proCasp7 act: counter-screen: procaspase-7 (human) activation. P55210. recombinant procaspase-7, Ac-DEVD-pNA absorbance 405 nm; D23A/D198A/D206A triple mutant, cannot self-cleave; scale: DMSO 0, 5 µM enzyme 100. activation, % at 8.5 µM. 330,000 compounds, 0.093% hits. AID 463210;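 active = percent activation above the screen-wide mean plus 3 SD, cut at about 25% in these data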
Target sequence (P55210 whole entry D23A/D198A/D206A): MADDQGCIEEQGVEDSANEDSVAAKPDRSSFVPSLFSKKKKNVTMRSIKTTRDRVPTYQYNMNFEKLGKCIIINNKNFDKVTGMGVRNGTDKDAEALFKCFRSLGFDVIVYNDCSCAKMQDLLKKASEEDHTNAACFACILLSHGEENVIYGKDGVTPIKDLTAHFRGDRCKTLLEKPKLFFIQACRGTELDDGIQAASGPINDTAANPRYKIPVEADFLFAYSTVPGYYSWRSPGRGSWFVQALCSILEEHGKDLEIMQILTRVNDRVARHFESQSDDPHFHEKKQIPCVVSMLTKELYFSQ
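buffer or medium = Zinc-free HEPES/NaCl buffer, pH 7.4 | material = Procaspase-7 triple mutant (PC-7 D3A) | input = 2 µM procaspase-7 mutant as dispensed | signal = Epi-absorbance of released pNA at 405 nm, two timepoints | timing = 1 h preincubation, 2 h reaction | replicates = singlicate compound testing | evaluation = % activation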
RPL19A-GFP yeast: yeast TOR pathway RPL19A-GFP modulation | 330,000 compounds, 0.3% hits | percent response vs DMSO, % at 10 µM | S. cerevisiae RPL19A-GFP strain, flow cytometry, 3 h; hits give low values | AID 2025;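 active = percent response vs DMSO below 50%; inconclusive = fewer than 70 events counted for the yeast strain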;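 also: median channel GFP fluorescence of the barcoded RPL19A-GFP strain; ratio of sample median GFP to plate DMSO average so 100% = DMSO; lower means less RPL19A-GFP as with rapamycin TOR inhibition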
AGP1 TOR yeast: modulators of TOR pathway AGP1-GFP in S. cerevisiae; S. cerevisiae AGP1-GFP multiplex flow cytometry, 3 h; GFP as percent of DMSO wells; GFP response vs DMSO, % at 10 µM; 320,000 compounds, 0.02% hits; AID 2066;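 active = GFP response relative to DMSO above a set limit, near screen average plus 3 SD, cut at about 150% in these data; inconclusive = fewer than 70 cells counted for the yeast strain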;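 also: median GFP channel fluorescence of the gated AGP1 strain per well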
MEP2-GFP yeast: yeast TOR pathway MEP2-GFP modulation | 330,000 compounds, 0.51% hits | S. cerevisiae MEP2-GFP strain, flow cytometry GFP, 3 h; 100% = DMSO control level | AID 2016 | GFP response vs DMSO, % at 10 µM;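 active = GFP response versus DMSO above a set limit, roughly screen mean plus 3 SD, cut at about 180% in these data; inconclusive = fewer than 70 cells counted for a yeast strain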;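 also: median GFP fluorescence of the barcode-gated MEP2-GFP cells per well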
LAP4-GFP MLPCN: yeast TOR pathway LAP4-GFP modulation; AID 2023; 320,000 compounds, 0.34% hits; GFP response vs DMSO, % at 10 µM; S. cerevisiae LAP4-GFP multiplex, flow cytometry GFP, 3 h; median GFP as percent of DMSO wells;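 active = GFP response vs DMSO above a set limit, about the screen mean plus 3 SD, cut at about 150% in these data; inconclusive = under 70 cell events counted for the yeast strain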
CIT2-GFP yeast: alters CIT2-GFP fluorescence in TOR pathway yeast screen; S. cerevisiae CIT2-GFP strain, flow cytometry, 3 h; 100 means same as DMSO wells; GFP response vs DMSO, % at 10 µM; 320,000 compounds, 0.065% hits; AID 2029;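 active = GFP response relative to DMSO above a set limit, near the screen mean plus 3 SD, cut at about 150% in these data; inconclusive = Fewer than 70 cells measured for a yeast strain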;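 also: ratio of well median GFP fluorescence to mean of DMSO wells on the plate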
* marks the source's active call; other numbers are inactive results; ? = inconclusive; · = not tested or not shown.

SMILES | proCasp3 act | AHR act | proCasp7 act | RPL19A-GFP yeast | AGP1 TOR yeast | MEP2-GFP yeast | LAP4-GFP MLPCN | CIT2-GFP yeast
Cc1cc(C)nc(N/N=C/C(Cl)=C/c2ccccc2)n1 | 2 | -4 | 0 | 97 | 97 | 101 | 102 | 108
CCN1C(=O)[C@H]2[C@@H](c3ccc(-c4ccc(C(C)=O)cc4)cc3)N[C@@](Cc3ccccc3)(C(=O)OC)[C@H]2C1=O | -3 | 5 | -1 | 97 | 88 | 99 | 125 | 95
CN(C)c1ccc2c(c1)Sc1cc(N(C)C)ccc1N2C(=O)c1ccccc1 | -4 | 2 | 12 | 99 | 105 | 104 | 105 | 101
COCCNS(=O)(=O)c1ccc(C)c(C)c1C | 8 | 1 | 6 | 93 | 92 | 90 | 92 | 93
COc1cc(C)nc(N2CCC(C(=O)NC3CCCCC3)CC2)n1 | -10 | 1 | 2 | 98 | 107 | 101 | 103 | 103
COc1ccccc1NC(=O)c1cc(Cl)ccc1NC(=O)c1ccco1 | 5 | 63* | -3 | 112 | 108 | 110 | 102 | 107
O=C(Nc1ccc(Br)cc1Br)c1cccc2c1C(=O)N(C1CCCCC1)C2 | 10 | 0 | 4 | 104 | 102 | 107 | 100 | 103
CSc1nc2nc3c(cc2c(=O)n1-c1ccccc1C)COC(C)(C)C3 | 7 | -4 | 10 | 98 | 98 | 97 | 96 | 97
Cn1c(=O)c2c(-c3ccccc3)n(C3CCCCC3)cc2n(C)c1=O | 0 | 3 | 3 | 98 | 100 | 102 | 102 | 98
CCC(=O)c1cn(CC(=O)Nc2cccc(C)c2)c2ccccc12 | -10 | 19 | 6 | 95 | 91 | 94 | 84 | 98
CCC(=O)OCC(=O)Nc1cc([N+](=O)[O-])ccc1OC | 2 | 3 | -3 | 89 | 93 | 92 | 98 | 85
O=C(NCCO)C1CCN(C(=O)c2ccc(-c3ccccc3)cc2)CC1 | -1 | -2 | 5 | 105 | 108 | 125 | 122 | 115
CN1C(=S)N(c2cccnc2)C(=O)/C1=C\c1ccc(C(C)(C)C)cc1 | 2 | 4 | -4 | 100 | 88 | 103 | 133 | 82
CCOc1cc(-c2noc(N)c2C#N)cc(OCC)c1OCC | 2 | 15 | 3 | 94 | 94 | 96 | 97 | 89
CCCN(CC(=O)Nc1ccccc1C)C(=O)Cc1c(C)nc2ccccc2c1C | -1 | 11 | 8 | 96 | 98 | 99 | 100 | 98
CCOc1cc(/C=N/NC(=O)C(N)=O)cc(Br)c1O | -2 | 10 | 1 | 107 | 102 | 102 | 117 | 96
CC(N=Cc1ccccc1O)c1ccccc1 (stereo not drawn) | -1 | 0 | 7 | 96 | 98 | 99 | 105 | 96
O=C(CCNC(=O)c1ccccc1Cl)NCCCSc1ccccc1 | 6 | 2 | 3 | 102 | 107 | 106 | 113 | 92
COc1cccc(CCc2nnc(N)s2)c1 | 1 | -1 | -7 | 98 | 95 | 97 | 81 | 104
COc1ccc(N2C(=O)C3C4C=CC(C4)C3C2=O)c(OC)c1 (stereo not drawn) | 8 | -2 | 4 | 106 | 110 | 104 | 105 | 101
CC1(C)[C@@H](O)CC[C@]2(C)C3C(O)C=C4[C@H]5C[C@@](C)(C(=O)O)CC[C@]5(C)CC[C@]4(C)[C@]3(C)CC[C@@H]12 (stereo partly drawn) | 7 | -1 | -8 | 93 | 101 | 96 | 125 | 85
O=C(O)CCNC(=O)/C(=C\C=C\c1ccccc1)NC(=O)c1ccccc1 | 7 | 1 | 12 | 97 | 102 | 104 | 109 | 105
O=C1C2CCCN2C(=O)N1CCCCN1CCN(CCO)CC1 (stereo not drawn) | 0 | 1 | -10 | 110 | 101 | 98 | 91 | 105
CCOC(=O)C1=Nc2ccccc2C1=[N+]=[N-] | -4 | 66* | 2 | ? | ? | ? | ? | ?
Cc1c(Cc2ccccc2)c(=O)oc2cc(OCC(=O)N[C@@H](Cc3ccccc3)C(=O)O)ccc12 | -5 | 1 | -11 | 100 | 111 | 116 | 106 | 114
Remaining list, next part:
SMILES | proCasp3 act | AHR act | proCasp7 act | RPL19A-GFP yeast | AGP1 TOR yeast | MEP2-GFP yeast | LAP4-GFP MLPCN | CIT2-GFP yeast
COc1ccc(C(=O)COC(=O)C(CCCCN2C(=O)C3C4C=CC(C4)C3C2=O)N2C(=O)C3C4C=CC(C4)C3C2=O)cc1 (stereo not drawn) | -1 | -1 | 10 | 96 | 97 | 98 | 102 | 91
CCN(CC)C(=O)CC(c1ccc2c(c1)OCO2)c1c(OC)cc(OC)c2c(-c3ccccc3)cc(=O)oc12 (stereo not drawn) | 14 | 5 | 4 | 100 | 99 | 106 | 83 | 102
Nc1nnnn1/N=C/c1cc(Cl)cc(Cl)c1OCc1ccc(Cl)cc1Cl | 3 | 14 | -2 | 95 | 96 | 97 | 97 | 98
Cc1cc(NC(=O)CCCC(=O)N(CC(=O)NCCc2ccccc2)Cc2ccc(F)cc2)no1 | 7 | -1 | 1 | 99 | 106 | 110 | 106 | 104
COc1ccccc1OCCn1cc(/C=C(\C#N)C(=O)NCc2ccco2)c2ccccc21 | 1 | 9 | 50* | 102 | 104 | 100 | 100 | 103
O=C(COC(=O)Cc1ccc2c(c1)OCCO2)Nc1ccc(S(=O)(=O)N2CCCC2)cc1 | 1 | 4 | -1 | 101 | 108 | 109 | 98 | 106
O=C(NCc1ccco1)c1ccc(OCC2CCCO2)cc1 (stereo not drawn) | -1 | 3 | -11 | 101 | 97 | 103 | 96 | 102
Nn1c(Cc2cccc3ccccc23)nnc1SCC(=O)NCC1CCCO1 (stereo not drawn) | 9 | 1 | 1 | 101 | 110 | 100 | 106 | 95
Clc1ccc2c(c1)C(C1=NCCN1)c1ccccc1CS2 (stereo not drawn) | 2 | -5 | -11 | 100 | 109 | 105 | 97 | 110
CCOc1ccc(S(=O)(=O)N2CCN(C(=O)c3cc4c(s3)CCCC4)CC2)cc1 | 0 | -1 | -1 | 98 | 98 | 104 | 93 | 97
Cc1ccccc1OCCC(=O)OCC(=O)Nc1cc(S(=O)(=O)N2CCOCC2)ccc1Cl | 13 | -2 | 8 | 94 | 101 | 97 | 98 | ·
COc1ccc(NS(=O)(=O)c2cccc(C(=O)NCC(c3cccs3)N3CCOCC3)c2)cc1 (stereo not drawn) | 0 | 1 | 3 | 105 | 104 | 114 | 96 | 108
Cc1cc(NC(=O)CSc2nnc(-c3ccc(Cl)s3)o2)no1 | -5 | 32 | -11 | 100 | 94 | 103 | 98 | 93
Cc1ccc(S(=O)(=O)NC(C)(C)CN2CCc3ccccc3C2)cc1 | -3 | 4 | 5 | 106 | 98 | 101 | 105 | 111
CCOc1ccc2c(c1)nc(C)n2C | -6 | 1 | 11 | 96 | 111 | 102 | 110 | 100
Cc1cc(OC(=O)C(C)(C)C)c([N+](=O)[O-])c(=O)[nH]1 | 7 | -4 | 2 | 100 | 100 | 97 | 91 | 98
CCOc1ccc(NC(=O)CCN2CCN(c3ccccc3)CC2)cc1 | 9 | 0 | 5 | 102 | 100 | 100 | 97 | 100
Cc1ccc(-n2c(N)c(C(N)=O)sc2=S)cc1 | -3 | 6 | -18 | 106 | 122 | 103 | 112 | 111
COc1cc(/C=C/C(=O)OCC(=O)Nc2nnc(-c3ccccc3)o2)cc(OC)c1OC | -1 | 0 | -2 | 89 | 94 | 94 | 92 | 84
C/C=C(\C)C(=O)Nc1cccc(C2=NOC3(C2)C[C@H](C(N)=O)N(C(=O)C(c2ccccc2)c2ccccc2)C3)c1 (stereo partly drawn) | 10 | 0 | 8 | 100 | 94 | 95 | 106 | 101
O=C(Oc1ccc2[nH]cc(CCN3C(=O)c4ccccc4C3=O)c2c1)c1ccco1 | 4 | -13 | 7 | 110 | 116 | 112 | 118 | 109
C=CCNC(=O)c1cnc(-c2ccccc2)nc1-c1ccccc1 | 3 | 4 | 5 | 103 | 95 | 100 | 97 | 96
COC(=O)Nc1c(-c2ccccc2)nc2ccc(C)cn12 | -2 | 5 | 10 | 102 | 101 | 108 | 101 | 99
COC(=O)C(C)n1cnc2c(nnn2-c2cccc(Cl)c2)c1=O (stereo not drawn) | 6 | -6 | -1 | 99 | 104 | 98 | 113 | 114
COc1ccc(C(=O)c2cc([N+](=O)[O-])ccc2N2CCN(C)CC2)cc1 | -2 | 1 | 13 | 88 | 100 | 114 | 92 | ·

Next part, starting with the last 2 of the part before.
SMILES | proCasp3 act | AHR act | proCasp7 act | RPL19A-GFP yeast | AGP1 TOR yeast | MEP2-GFP yeast | LAP4-GFP MLPCN | CIT2-GFP yeast
COC(=O)C(C)n1cnc2c(nnn2-c2cccc(Cl)c2)c1=O (stereo not drawn) | 6 | -6 | -1 | 99 | 104 | 98 | 113 | 114
COc1ccc(C(=O)c2cc([N+](=O)[O-])ccc2N2CCN(C)CC2)cc1 | -2 | 1 | 13 | 88 | 100 | 114 | 92 | ·
O=C(Nc1nncs1)C12CC3CC(CC(C3)C1)C2 | 6 | 1 | 7 | 102 | 91 | 102 | 98 | 94
N#Cc1c(-c2ccccc2)nc(SCC(=O)Nc2ccccc2)[nH]c1=O | -5 | 0 | -2 | 81 | 89 | 86 | 93 | 84
COc1cc(/C=N/n2c(C)n[nH]c2=S)ccc1OCc1ccccc1 | -2 | 7 | -12 | 98 | 91 | 102 | 98 | 96
O=C(c1cccs1)[C@@H]1[C@@H]2C(=O)N(Cc3ccc4c(c3)OCO4)C(=O)[C@@H]2C2c3ccccc3C=CN21 (stereo partly drawn) | -2 | 11 | 3 | 95 | 97 | 91 | 92 | 98
O=C(CC1SC(N2CCOCC2)=NC1=O)Nc1cc([N+](=O)[O-])ccc1Cl (stereo not drawn) | -1 | -1 | 6 | 115 | 109 | 121 | 104 | 122
Cc1ccc(S(=O)(=O)CC2CSc3nc4ccccc4n32)cc1 (stereo not drawn) | 0 | -8 | -5 | 97 | 105 | 104 | 99 | 105
O=C(NCCC1CCCCN1S(=O)(=O)c1ccccc1)C(=O)Nc1ccc(F)cc1 (stereo not drawn) | 1 | -4 | 0 | 98 | 106 | 100 | 102 | 100
CCOC(=O)/C=C(\C)Sc1cc(=O)oc2ccccc12 | -1 | 10 | 6 | 97 | 97 | 97 | 91 | ·
COc1ccc(C2CC(=O)C=C(O)C2)cc1 (stereo not drawn) | 2 | -2 | 1 | 101 | 96 | 97 | 89 | 97
CN(C)CCNC(=O)c1cccc(S(=O)(=O)Nc2ccccc2F)c1 | -2 | -2 | -1 | 100 | 103 | 101 | 97 | 91
Nc1cccc(-c2cc3ccccc3oc2=O)c1 | -2 | -8 | -4 | 85 | 83 | 97 | 87 | ·

Grouped by structure, those above with bromine (2)
SMILES | proCasp3 act | AHR act | proCasp7 act | RPL19A-GFP yeast | AGP1 TOR yeast | MEP2-GFP yeast | LAP4-GFP MLPCN | CIT2-GFP yeast
O=C(Nc1ccc(Br)cc1Br)c1cccc2c1C(=O)N(C1CCCCC1)C2 | 10 | 0 | 4 | 104 | 102 | 107 | 100 | 103
CCOc1cc(/C=N/NC(=O)C(N)=O)cc(Br)c1O | -2 | 10 | 1 | 107 | 102 | 102 | 117 | 96
